Autophagy mod: alters autophagy in cells; 190,000 tested, 0.98% active; calls only at 10 µM (by protocol); MEF GFP-LC3 puncta imaging; test concentration mostly 10 µM;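 active means percentage of spot-positive cells more than 3 SD above its plate mean, without a fluorescence outlier flag or 80% toxicity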;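 further: spot-positive cell cutoff set from DMSO-treated cells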
Dynein transport: dynein cargo transport inhibition; AID 1381; 3617.4 mouse cells, GR-EGFP nuclear translocation imaging; test concentration mostly 20 µM; stimulated with dexamethasone, 1 µM; active compounds read low; 220,000 tested, 0.47% active; z-score, hits read low;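 active means plate z-score of nuclear minus cytoplasmic receptor signal below a set negative limit, without overly bright fluorescence or cell loss, cut at about -3.5 in these data, passing the limit was not always enough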;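 further: z-score of nuclear minus cytoplasmic ring GR-EGFP intensity difference per well; some compounds called inactive have numbers as strong as hits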
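Schedule: 48 h induction, then 1 h compound, then 30 min agonist, 37 °C. Buffer or medium: tetracycline-free induction medium containing charcoal-stripped FBS. Reagent: 1.0 µM final dexamethasone stimulus. Evaluation: nuclear versus cytoplasmic GR-EGFP signal, averaged per well. Signal: high-content fluorescence imaging after fixation.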
MT stabilizer: microtubule stabilizers in HeLa cells; HeLa tubulin immunostaining HCS, 24 h; share of cells brighter than vehicle mean+2SD; % tubulin-high responders, % at 10 µM; 200,000 tested, 0.83% active; AID 2205;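 active means plate Z-score above 3 for both tubulin-high and condensed-nucleus cell shares, with cell loss under 80%, at 10 µM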;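 further: anti alpha tubulin signal scored within the nucleus-defined area of each cell; some results filed as inactive read as strong as hits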
Insulin prom up: MIN6 insulin promoter up-regulation. MIN6 insulin promoter-GFP reporter, high-content imaging; active compounds read high. z-score at 5 µM. 190,000 tested, 0.3% active;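 active means z-score above 3 at 5 µM with at least 500 cells counted in the well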
Yfh1-off respiration: enhancers of respiration in Yfh1-depleted yeast, dose response, Friedreich's ataxia, plus single-dose screen (AID 1465). 220,000 tested, 0.074% active. fold induction at 50 µM; hits with a dose series show EC50 in µM. S. cerevisiae Yfh1-off respiration, WST-1 reduction, 72 h; higher fold induction means a stronger effect;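 active means fold induction of absorbance versus untreated yeast above a set limit, then at least 30% activation at any dose in follow-up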;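 further: activators that raise dye reduction in frataxin-depleted yeast; strong numbers were not always called active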
M1AAP inhibition: P. falciparum M1AAP inhibitors, biochemical, fluorogenic H-Leu-NHMec substrate, 1536-well (AID 1445). recombinant M1AAP, H-Leu-NHMec fluorogenic kinetic assay; higher % means a stronger effect. inhibition, % at 30 µM; hits with a dose series show IC50 in µM. 220,000 tested, 0.42% active;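 active means primary inhibition above the hit cutoff, then over 50% inhibition at one or more dose response concentrations, cut at about 23% in these data, passing the limit was not always enough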;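 further: plate controls were DMSO full reaction for no effect and no enzyme background for full effect; strong numbers were not always called active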
P. falciparum M17LAP: P. falciparum M17LAP inhibitors, primary screen, biochemical, fluorogenic H-Leu-NHMec substrate, 1536-well (AID 1619) | recombinant M17LAP, H-Leu-NHMec fluorogenic kinetic assay; higher % means a stronger effect | inhibition, % at 30 µM; hits with a dose series show IC50 in µM | 220,000 tested, 0.38% active;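 active means compound inhibiting the enzyme by more than half at any dose during confirmatory dose-response retesting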;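 further: plate controls were full reaction with DMSO carrier for no effect and no enzyme background for full effect; strong numbers were not always called active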
ER stress rescue: protection against thapsigargin-triggered cell killing – 384-well, CSM14.1, ATP luminescence, primary screen (AID 1222) | CSM14.1 thapsigargin-induced death rescue, ATP luminescence; higher % means a stronger effect | one-dose cellular ATP content (survival), % at 20 µM; EC50 in µM for titrated hits | 190,000 tested, under 10 active;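 active means EC50 below 50 µM in the dose-response confirmation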;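 further: death triggered by thapsigargin at about 15 µM added after 2 h compound pretreatment; cell ATP read after overnight thapsigargin exposure of roughly 18 to 22 hours; normalized against plate controls of thapsigargin alone and 5% DMSO vehicle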
Lipid droplet: modulators of hepatic lipid droplet formation; AML12 mouse hepatocytes, oleate lipid droplets, BODIPY imaging; inhibition, % at 6.5 µM; 240,000 tested, 0.4% active;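 active means lipid droplet intensity inhibited by at least 50%, with more than 500 cells counted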
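System: AML12 hepatocytes (mouse). Probe or stimulus: oleic acid at 100 µM to induce lipid droplet formation. Times: overnight treatment with compound plus oleate. Detection: Image-based BODIPY and DAPI two-channel analysis. Evaluation: percent inhibition of filter-corrected integrated lipid droplet intensity per well.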
Dynein transport cytoplasmic EGFP: further read-out of Dynein transport, marked with its call; z-score; measured here: cytoplasmic GR-EGFP intensity; active compounds read high
Dynein transport nuclear GR-EGFP: also measured in Dynein transport; calls as there; z-score; measured here: nuclear GR-EGFP intensity;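 lower value marks the stronger effect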
Dynein transport cell count: second read-out of Dynein transport, no call of its own (marks repeat the call); z-score; measured here: cell count per field
Insulin prom up cell count: recorded beside Insulin prom up, whose call it bears; cell count; measured here: cytotoxicity, nuclei count;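 total cells summed across four imaged fields per well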
Lipid droplet cells 6.5 µM: second read-out of Lipid droplet, no call of its own (marks repeat the call); cell count; measured here: cell count, cytotoxicity flag;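 cells counted across two imaged fields per well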
MT stabilizer Hoechst-high %: second read-out of MT stabilizer, no call of its own (marks repeat the call); % Hoechst-high responders; measured here: nuclear condensation Hoechst responders;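 share of cells brighter than vehicle mean plus two SD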
MT stabilizer cytotoxicity %: recorded beside MT stabilizer, whose call it bears; toxicity, %; measured here: cytotoxicity by cell density;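 0% = mean cell density of plate MIN control wells and 100% = no cells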
Autophagy mod cell loss 18 h: recorded beside Autophagy mod, whose call it bears; toxicity, %; measured here: cell loss, nuclei count;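 cell loss after 18 h compound exposure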
* marks the source's active call; other numbers are inactive results; i = inactive; nt = no result given.

Results follow in this order: Autophagy mod, Autophagy mod cell loss 18 h, Dynein transport, Dynein transport cytoplasmic EGFP, Dynein transport nuclear GR-EGFP, Dynein transport cell count, MT stabilizer, MT stabilizer Hoechst-high %, MT stabilizer cytotoxicity %, Insulin prom up, Insulin prom up cell count, Yfh1-off respiration, M1AAP inhibition, P. falciparum M17LAP, ER stress rescue, Lipid droplet, Lipid droplet cells 6.5 µM
COc1ccc(C(=O)NC2CCN(S(=O)(=O)Cc3ccccc3)CC2)c(OC)c1
    i, 6, 0.015, -0.095, -0.19, 0.39, 1.4, 1.2, 2.7, 0.35, 1214, i, -3%, 3%, 0.3%, -1, 766
COc1ccccc1NC(=O)N1CCCC1C(=O)Nc1nnc(C(C)C)s1 (centres undefined)
    i, 10, 0.77, -0.4, 0.59, 0.27, 4.6, 1.5, 5.5, 0.57, 1234, i, 4%, -1%, -1.7%, -1, 786
O=C(NC1=NCCS1)[C@H](Cc1ccccc1)N1C(=O)c2ccccc2C1=O
    i, 1, 3, 0.1, 2.4, -2.1, 2.8, 1.7, 5.1, -0.9, 896, i, 2%, -7%, 3.8%, -4, 764
Cc1nc2nc(SCC(=O)O)nn2c(C)c1Cc1ccccc1Cl
    i, -4, -0.91, -0.25, -0.39, 0.79, 3.8, 2.6, 9.8, -0.52, 1336, i, 4%, 4%, -14%, 12, 715
O=C(Cc1cccs1)Nc1ccccc1NC(=O)Cc1cccs1
    i, 16, 1.6, 0.21, 1.9, -1.8, 2.6, 1.9, 9.7, nt, nt, i, 6%, 6%, -1.8%, -14, 703
O=C(COC(=O)Cc1cn2ccsc2n1)NC12CC3CC(CC(C3)C1)C2
    i, 7, 0.64, -0.13, 0.11, 0.21, 5.0, 2.5, 10, 0.72, 1292, i, 7%, 2%, nt, nt, nt
C=C(C)CSc1nc2ccccc2c(=O)n1-c1c(C)n(C)n(-c2ccccc2)c1=O
    i, 2, -0.48, -0.2, -0.53, 0.3, 2.2, 1.5, 3.4, -0.34, 1346, i, 4%, 17%, 1.4%, -30, 615
COc1ccc(C2Cc3ccccc3C(=O)O2)cc1 (centres undefined)
    i, -9, -0.048, -0.28, -0.23, -0.0054, 2.9, 4.0, 6.5, -0.11, 1290, i, 1%, 3%, 4.3%, -8, 720
COC(=O)C(NNc1ccccc1)(NC(=O)c1cccc(F)c1)C(F)(F)F (centres undefined)
    i, -2, -0.26, -0.28, 0.22, 0.98, 2.3, 0.8, 5.7, 0.28, 842, i, 7%, 5%, -4.3%, 30, 775
CCN1CCN(C(c2nnnn2Cc2ccc3c(c2)OCO3)C(C)C)CC1 (centres undefined)
    i, -5, -1.3, -0.27, -0.64, 0.8, 3.7, 2.7, 7.1, 0.84, 1172, i, 2%, -1%, -2.2%, 2, 750
CC1=NNC(=O)C1CCC(=O)N/N=C/C(Br)=C/c1ccccc1 (centres undefined)
    i, 12, -0.42, -0.24, -0.24, 0.27, 2.5, 3.3, 5.1, 1.1, 1341, i, 9%, 8µM*, 0.8%, -2, 700
CN(C)C(=O)N1CCC(C(=O)NCc2ccc(F)cc2)CC1
    i, 2, -0.42, -0.29, -0.2, 0.65, 2.6, 2.4, 5.8, 1.3, 890, i, 1%, 6%, 0.2%, nt, nt
COc1ccccc1OCC(=O)Nc1sc2c(c1C(=O)NCC1CCCO1)CCC2 (centres undefined)
    i, 9, 0.76, 0.3, 0.39, -3.2, 3.5, 0.9, 0.5, 0.52, 1849, i, 6%, -10%, -1.3%, -30, 631
CN(C)CCOC(=O)CC12CC3CC(C1)CC(CC(=O)OCCN(C)C)(C3)C2
    i, 9, -0.44, -0.37, -0.19, 0.97, 3.4, 1.3, 5.7, 2, 1576, i, 4%, 12%, 5.3%, 3, 721
CCCC(NC(=S)NCC1CCCO1)C12CC3CC(CC(C3)C1)C2 (centres undefined)
    i, 1, 0.71, -0.12, 0.83, -1.5, 1.8, 1.0, 2.2, -1.4, 1051, i, 6%, 2%, -6.9%, -2, 746
O=C(CN1c2ccccc2Sc2ccccc21)N/N=C/c1ccccc1
    nt, nt, 1.2, -0.16, 0.94, -0.74, nt, nt, nt, -0.16, 1110, i, 16%, 0%, nt, -19, 733
CN(C)CCCNC1=CC(=O)OC12CCCCC2
    i, 0, -0.22, -0.25, -0.13, -0.3, 3.5, 2.8, 5.3, nt, nt, i, 0%, 0%, -1.8%, -18, 698
CCc1ccc2oc(C(=O)Nc3ccc(S(N)(=O)=O)cc3)c(C)c2c1
    i, 9, -0.43, -0.34, 0.06, 0.81, 5.5, 3.5, 8.2, 0.48, 1345, i, -6%, -3%, -1.6%, 2, 705
O=C(Nc1cccc(Cl)c1)c1ccncc1
    i, -1, -1.1, -0.27, -0.52, 0.84, 3.0, 2.1, 2.7, 0.45, 1343, i, 5%, -1%, -2.0%, 1, 767
CCOC(=O)C1(CCc2ccccc2)CCN(C(=O)CCc2cnccn2)CC1
    i, 14, -0.038, -0.25, -0.053, 0.13, 1.4, 1.9, 2.6, -0.52, 1441, i, 14%, 8%, 0.4%, -13, 683

Additional entries
Results follow in this order: Autophagy mod, Autophagy mod cell loss 18 h, Dynein transport, Dynein transport cytoplasmic EGFP, Dynein transport nuclear GR-EGFP, Dynein transport cell count, MT stabilizer, MT stabilizer Hoechst-high %, MT stabilizer cytotoxicity %, Insulin prom up, Insulin prom up cell count, Yfh1-off respiration, M1AAP inhibition, P. falciparum M17LAP, ER stress rescue, Lipid droplet, Lipid droplet cells 6.5 µM
O=c1oc(-c2ccccc2)nc2ccsc12
    i, -6, -0.17, 0.079, -0.17, -0.96, 1.6, 2.1, 9.8, -0.23, 1018, i, -2%, 23%, 2.2%, 1, 806
N#Cc1ccccc1Sc1ccccc1C(=O)OCC(=O)NC1CCS(=O)(=O)C1 (centres undefined)
    i, 1, 2.5, 0.03, 1.4, -1.7, 3.6, 2.1, 1.9, 1.4, 1487, i, 18%, 3%, -1.9%, -3, 517
CC1Cc2nc(SCC(=O)NC3CCCCC3)n(C)c(=O)c2S1 (centres undefined)
    i, 7, -0.14, -0.16, -0.069, -0.032, 2.7, 2.0, 8.2, 2.7, 987, i, 6%, 0%, nt, -12, 686
CC1=C(/C=C/C(=O)O)C(C)(C)CCC1
    i, 5, -0.83, -0.035, -0.41, 0.51, 1.4, 2.0, 7.0, 0.68, 796, i, -5%, 15%, 5.5%, 3, 793
O=C(NC(NC(=S)Nc1cccc(Cl)c1)C(Cl)(Cl)Cl)OCc1ccccc1 (centres undefined)
    i, 14, -0.37, -0.21, 0.08, 1.5, 2.7, 0.9, 7.4, -0.02, 1548, i, 2%, 10%, -0.9%, nt, nt
O=[N+]([O-])/C(C(Cl)=C(Cl)Cl)=C(/Sc1ccccc1)N1CCCCC1
    nt, nt, -1.3, 0.51, -0.66, 0.25, nt, nt, nt, -0.11, 1266, i, 1%, 2%, nt, -64, 664
O=C(Nc1ccc(F)cc1)OCCOc1ccc(Br)cc1
    nt, nt, 0.54, 0.14, 0.19, -1.5, nt, nt, nt, 2.3, 1162, i, 0%, -8%, nt, 3, 396
N#Cc1cc([N+](=O)[O-])c(-n2nnc3ccccc32)c([N+](=O)[O-])c1
    i, -11, -1, -0.041, 0.07, -0.011, 2.0, 1.8, 5.1, 0.85, 1285, i, 7%, 55%, -1.6%, nt, nt
N#CCC(=O)N/N=C/c1ccc(OCC(=O)Nc2ccc(F)cc2)cc1
    i, 22, -0.18, -0.25, -0.0096, 0.32, 1.5, 1.8, 6.0, nt, nt, i, -2%, 1%, -1.2%, 4, 720
CCC(C)(C)NC(=O)Cc1ccc(Cl)cc1
    i, 2, -0.073, -0.34, -0.0025, 0.39, 4.6, 2.4, 14, 0.95, 1513, i, 10%, 4%, -1.0%, -19, 590
Cc1ccc(/C=C2\SC(=S)N(CC(=O)Nc3ncc(Cc4ccccc4Cl)s3)C2=O)cc1
    i, -27, -0.26, -0.11, 0.29, 0.81, 2.4, 1.9, 8.3, -1.1, 1422, nt, 9%, 40%, 2.0%, nt, nt
CCOC(=O)c1c2c(n(C)c1COC)C(=O)C(=O)c1ccc(Br)cc1-2
    i, -7, 0.034, -0.19, 0.42, 0.46, 2.5, 1.8, 3.2, nt, nt, i, nt, nt, nt, nt, nt

Compound activity: PubChem BioAssay, several laboratories
